Screens: PubChem, several laboratories
mABHD4 FP: ABHD4 inhibitors, primary screen, biochemical, fluorescence polarization, mouse. (Lyso)-N-acylphosphatidylethanolamine lipase (Mus musculus), Q8VD66. 0.54% of 370,000 active. purified mABHD4, FP-Rh probe fluorescence polarization. AID 720543, 2013. inhibition, % at 8.92 µM;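 active = inhibition exceeding the mean over every tested compound plus 3 SD, cut at about 30% in these data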;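 note: 0% = plate median of compound wells and 100% = S159A mutant with DMSO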
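Doses – 8.92 µM, single dose · Material – wild-type mouse ABHD4 protein · Replication – single well per compound (singlicate) · Measure – percent inhibition of probe binding, normalized to plate controls · Schedule – 45 min compound pre-incubation plus 60 min probe step, 25 °C · Detection – fluorescence polarization with parallel and perpendicular emission, 525/598 nm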
GC-A act: GC-A stimulated cGMP production enhancers – HEK293 GC-A cells, cGMP TR-FRET, EC30 ANP, primary screen; Atrial natriuretic peptide receptor 1 (Homo sapiens), P16066; 0% at EC30 ANP, 100% saturating ANP; activation, % at 10 µM; 0.14% of 370,000 active; AID 1671463, 2021; in the data active = activation above about 40%
ASAP1 inh: inhibitors of human ASAP1 ArfGAP activity, primary screen, biochemical, fluorescence polarization; AID 624377, 2012; Arf-GAP with SH3 domain, ANK repeat and PH domain-containing protein 1 (Homo sapiens), …; ASAP1-stimulated ARF1 GTP hydrolysis, GDP FP detection; inhibition, % at 16.5 µM; 0.19% of 360,000 active; in the data active = inhibition above about 25%;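 note: 0% = vehicle with enzyme and substrate and 100% = no enzyme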
Target sequence (Q9ULH1 325-724 limits assumed): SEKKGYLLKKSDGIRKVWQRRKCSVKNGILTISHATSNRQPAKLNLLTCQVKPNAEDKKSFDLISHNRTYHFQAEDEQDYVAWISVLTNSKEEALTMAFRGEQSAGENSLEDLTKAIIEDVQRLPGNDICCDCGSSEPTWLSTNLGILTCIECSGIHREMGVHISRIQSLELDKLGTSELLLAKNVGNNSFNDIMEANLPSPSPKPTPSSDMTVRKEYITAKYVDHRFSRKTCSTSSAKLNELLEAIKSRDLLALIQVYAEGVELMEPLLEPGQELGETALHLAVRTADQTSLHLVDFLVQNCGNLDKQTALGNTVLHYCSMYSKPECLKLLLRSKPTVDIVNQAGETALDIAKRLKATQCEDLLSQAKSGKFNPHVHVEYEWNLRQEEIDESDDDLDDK
GC-B act: human GC-B receptor activators, primary screen, HEK293 GC-B cells, cGMP TR-FRET, EC30 CNP | Atrial natriuretic peptide receptor 2 (Homo sapiens), P20594 | 0% at EC30 CNP, 100% saturating CNP | activation, % at 10 µM | 0.11% of 370,000 active | AID 1920062, 2024;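 active = activation at 10 µM reaching about 35% in either raw or pattern-adjusted values, limit read from the data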
ARFGAP1 inh: inhibitors of rat ARFGAP1 GAP activity, primary screen, biochemical, fluorescence polarization, GDP tracer; Arfgap1-stimulated ARF1 GTP hydrolysis, GDP FP detection; inhibition, % at 16.5 µM; 0.26% of 360,000 active;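 active = inhibition above a per-plate limit, mean inhibition of low control wells plus 3 SD, cut at about 25% in these data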;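 note: 0% = DMSO wells with enzyme and 100% = wells lacking Arfgap1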
Target sequence (Q62848 1-136 limits assumed): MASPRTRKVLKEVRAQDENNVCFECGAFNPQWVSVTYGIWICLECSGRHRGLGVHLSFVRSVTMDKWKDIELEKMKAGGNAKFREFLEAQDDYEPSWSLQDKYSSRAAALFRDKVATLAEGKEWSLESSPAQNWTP
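Assay system: purified rat His6-Arfgap1 residues 1-136 (GAP domain); Reagent: human Δ17 ARF1 bound to GTP; Dosing: 16.5 µM single point, 1.26% DMSO; Times: GTP hydrolysis reaction 2 h at 25 °C; Signal: FP, GDP Alexa 633 tracer displaced from anti-GDP antibody, 620/688 nm; Measure: % inhibition from polarization.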
SMARCA2 activ: SMARCA2 (BRM) function activators, primary screen, cell-based, luminescence, high throughput; AID 652017, 2013; MG213 cells, MMTV-luciferase reporter, dexamethasone, overnight; activation, % at 9.1 µM; 1% of 370,000 active; in the data active = activation above about 7.8%;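 note: 0% = vehicle wells and 100% = reference activator wells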
NR1D1 modulator: modulators of Rev-erb alpha DNA binding, primary screen, biochemical, FITC-DNA, fluorescence polarization, uHTS; Rev-erbα–FITC-DNA binding, 90 min; activity, % at 10 µM; Nuclear receptor subfamily 1 group D member 1 (Homo sapiens), P20393; 0.79% of 370,000 active; AID 1259318, 2017;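 active = activity above about 14%, limit read from the data; passing the limit was not always enough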;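 note: 0% = DMSO wells with 35 nM protein and 100% = DMSO wells with 750 nM protein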
HTRA1 inh: HTRA1 serine protease inhibitors, primary screen, biochemical, fluorescence polarization, HTS. 0.5% of 340,000 active. recombinant HTRA1, FP-rhodamine activity-based probe. inhibition, % at 5.96 µM. AID 504803, 2011; in the data active = inhibition above about 36%;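 note: 0% = enzyme with DMSO and 100% = wells lacking enzyme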
Target sequence (Q92743 whole entry, looked up): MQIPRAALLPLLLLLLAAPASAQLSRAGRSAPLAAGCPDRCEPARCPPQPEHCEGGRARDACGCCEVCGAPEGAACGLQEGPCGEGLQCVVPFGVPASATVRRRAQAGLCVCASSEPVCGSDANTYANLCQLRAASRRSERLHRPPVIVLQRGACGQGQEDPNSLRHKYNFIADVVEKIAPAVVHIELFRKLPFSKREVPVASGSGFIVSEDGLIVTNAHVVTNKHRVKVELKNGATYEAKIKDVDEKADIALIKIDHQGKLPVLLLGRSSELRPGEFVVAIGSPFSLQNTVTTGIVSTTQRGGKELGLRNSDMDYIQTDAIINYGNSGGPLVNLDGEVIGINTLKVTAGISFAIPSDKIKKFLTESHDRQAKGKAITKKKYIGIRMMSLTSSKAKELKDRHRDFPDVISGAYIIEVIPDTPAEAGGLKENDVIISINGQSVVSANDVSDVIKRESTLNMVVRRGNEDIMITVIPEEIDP
PG9 binder: binders of HIV-1 gp120 antibody PG9, primary screen, biochemical, TR-FRET. HIV-1 gp120 / PG9 antibody interaction. TR-FRET gp120-PG9 antibody binding. inhibition, % at 6.7 µM. 0.43% of 360,000 active; in the data active = inhibition above about 8.5%
rCAG binder: binders of r(CAG) RNA repeats, primary screen, biochemical, fluorescence; r(CAG) RNA repeat, TO-PRO-1 dye displacement fluorescence; inhibition, % at 3 µM; 1.3% of 370,000 active;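 active = inhibition above the plate cutoff, the mean of all test compounds on that plate plus 3 SD, cut at about 35% in these data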;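 note: 0% = DMSO alone and 100% = 100 µM mitoxantrone as full dye displacement; higher means more dye released from RNA so lower well fluorescence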
Starred values were filed as active, the others as inactive; . = not tested or not shown.

SMILES | mABHD4 FP | GC-A act | ASAP1 inh | GC-B act | ARFGAP1 inh | SMARCA2 activ | NR1D1 modulator | HTRA1 inh | PG9 binder | rCAG binder
CCOc1ccccc1NCc1cc(=O)oc2cc(C)c(O)cc12 | 5 | 4 | -4 | -12 | -2 | -3 | -1 | 10 | -0.8 | 8
O=C(N/C=C/c1ccccc1)c1ccccc1 | -12 | 1 | 6 | -4 | 13 | 6 | 3 | -37 | 0.5 | 4
Cc1ccc(S(=O)(=O)N(C)c2ccc(OC(=O)CN3C(=O)NC4(CCCC4)C3=O)cc2)cc1 | -4 | 4 | 12 | 2 | -2 | -1 | 2 | -1 | 1.3 | -5
Cn1nc(-c2ccccc2)c(CN2CCN(c3ncccn3)CC2)c1Cl | -1 | 2 | 8 | -1 | 4 | 3 | 5 | 1 | 1.8 | -7
CCN(CC)S(=O)(=O)c1ccc(N2CCN(CCOc3ccc(OC)cc3)CC2)nc1 | -2 | 0 | 3 | 0 | 6 | -5 | 2 | -8 | 1.7 | -8
O=C(Nc1ccc(-n2cnnn2)cc1)C1CCCCC1 | -1 | 0 | 7 | -3 | 17 | 0 | -1 | -3 | 2.5 | 2
CC1CCCN(S(=O)(=O)c2cccc(C(=O)NCC3CCCO3)c2)C1 (configuration not stated) | -3 | 2 | 1 | -2 | 1 | -1 | -3 | -4 | -0.8 | 3
CCOC(=O)C(NCc1ccc2c(c1)OCO2)(NC(=O)c1ccccc1)C(F)(F)F (configuration not stated) | 4 | -1 | 14 | -1 | 8 | 1 | 3 | -4 | 0.4 | -5
Cc1cc(C)c2sc(N(CCCN(C)C)C(=O)c3ccc(Br)s3)nc2c1 | 13 | -28 | 0 | -23 | 5 | -1 | 7 | -15 | -0.5 | 8
O=c1[nH]c2ccc(Cl)cc2[nH]1 | 3 | 0 | -4 | 0 | -7 | -2 | 3 | 9 | 1.0 | 0
COc1ccccc1CCNC(=O)c1csc2c1CCCC2 | -2 | -2 | -1 | -6 | 8 | 4 | -4 | -8 | -1.3 | -1
CCOC(=O)c1ccc(NC(=O)CC2C(=O)N(c3ccc(F)cc3)C(=O)N2CCCOC)cc1 (configuration not stated) | -6 | 0 | 1 | 4 | -4 | -2 | -10 | -13 | 0.2 | 0
c1ccc(CSC2=NCCS2)cc1 | 4 | 4 | 12 | 5 | 1 | -3 | 0 | -3 | -0.2 | -1
CCN(Cc1ccncc1)Cc1nc(CC2CC2)no1 | -2 | -1 | -7 | 2 | -3 | 1 | -1 | -5 | -0.4 | -2
CCC(CC)NC(=O)C1CCN(c2ccc(S(=O)(=O)N3CCOCC3)cc2[N+](=O)[O-])CC1 | 5 | 2 | -9 | -3 | 4 | 2 | 2 | 6 | -0.6 | 0
CCOc1ccc(NS(=O)(=O)c2ccc(C(=O)N3CCC3)cc2)cc1 | -7 | 1 | 2 | -6 | 11 | -4 | 0 | 5 | -0.5 | 0
COc1ccc(CCC(=O)NCc2ccccc2OC)cc1 | -1 | 1 | 10 | -1 | -4 | -1 | -1 | 1 | -0.2 | -4
Cn1ccnc1COc1ccc(/C=N/O)cc1 | -8 | 2 | -5 | -3 | 4 | 0 | 3 | 1 | -1.0 | 3
CCOC(=O)[C@]12CCC=C1N(Cc1ccccc1)C(=O)[C@H](CC(=O)NCCC(C)C)C2 | -2 | -3 | 8 | 9 | -3 | -6 | -2 | . | -0.4 | 1
NC(=O)C1CCCN(C(=O)NC2CCCCC2)C1 (configuration not stated) | -8 | 2 | -6 | 11 | 1 | -1 | 0 | 4 | -3.3 | 4
Cc1ccccc1C(=O)NC(=S)Nc1ccc(S(=O)(=O)N2CCN(C)CC2)cc1 | -6 | . | -7 | . | 11 | 2 | . | 4 | -1.7 | 0
COc1ccc(Nc2n[nH]c(C)c2[N+](=O)[O-])cc1 | 2 | 0 | 5 | 1 | -5 | 3 | 1 | 0 | 0.8 | -1
CCOC(=O)N1CCN(S(=O)(=O)c2ccc(OC)c(Cl)c2)CC1 | 1 | -2 | -13 | 0 | 7 | -1 | 7 | 2 | -1.1 | 0
Cc1ccc(C(=O)NC(C)c2ccncc2)o1 (configuration not stated) | -2 | 1 | 13 | 2 | 3 | -1 | -5 | 4 | -2.1 | 1
CCOC(=O)N1CCN(c2nc(C)c3c(n2)CCCC3=O)CC1 | -1 | 2 | -6 | -1 | -13 | -2 | 4 | 6 | -0.4 | -7

Other results.
SMILES | mABHD4 FP | GC-A act | ASAP1 inh | GC-B act | ARFGAP1 inh | SMARCA2 activ | NR1D1 modulator | HTRA1 inh | PG9 binder | rCAG binder
O=C(NCCCN1CCOCC1)c1cccnc1 | 1 | 3 | -3 | 4 | 7 | 0 | 1 | -1 | -1.0 | 2
CC1(C)CC(=O)C2=C(C1)N(Cc1ccccc1)C(=O)C2(O)C(F)(F)F (configuration not stated) | -2 | 9 | -2 | -10 | 0 | 1 | -1 | 1 | 0.6 | -1
NC(=O)COC(=O)c1cc(-c2cccs2)nn1-c1ccccc1 | 0 | 2 | 9 | 3 | 6 | 1 | -4 | 3 | -0.8 | -1
O=C(O)CSc1nnc(-c2cccc(S(=O)(=O)N3CCCCC3)c2)o1 | 3 | 0 | 0 | -5 | -1 | 1 | -4 | -2 | -2.2 | -3
COc1cc(NC(=O)N[C@@H](CCSC)C(=O)O)cc(OC)c1 | 6 | 2 | 4 | 2 | -4 | -1 | -3 | 3 | -2.8 | 2
COc1ccc(S(=O)(=O)N(Cc2ccc(OC)c(OC)c2)Cc2ccco2)cc1 | -13 | 0 | 9 | -4 | -7 | -3 | 4 | 0 | -1.1 | -3
NS(=O)(=O)c1ccc(NS(=O)(=O)c2ccc(NC(=S)Nc3ccccc3)cc2)cc1 | 3 | -1 | -8 | 1 | 9 | 0 | 6 | 1 | -0.9 | 1
COc1ccc(NC(=O)CN(C)C(=O)CSc2ccc3c(c2)OCCO3)cc1 | -6 | 3 | 6 | 4 | -3 | -2 | -4 | 3 | -2.0 | 0
CC1CN(C(=O)c2cc3ccccc3cc2O)CC(C)O1 (configuration not stated) | -3 | 1 | -5 | 7 | -1 | -3 | -5 | -5 | -0.3 | -2
COc1cccc(OCC(O)CN2CCC(CN3C(=O)c4cccc5cccc(c45)C3=O)CC2)c1 (configuration not stated) | 4 | 2 | 8 | -10 | 7 | 0 | 0 | -8 | -0.3 | -5
COc1ccc(-c2ccc(C(=O)NCc3ccc(N(C)C)cc3)c3occc23)c(C)c1 | -2 | -1 | -20 | 2 | 18 | -4 | -3 | . | -1.4 | 10
Brc1ccccc1-c1nnc(CSc2nncn2-c2ccccc2)o1 | -3 | -14 | 6 | -11 | -10 | -5 | 3 | 3 | -0.7 | 0
CCCNC(=O)c1ccc2c(c1)nc(C)n2-c1cccc(Cl)c1 | -5 | 5 | -5 | 8 | 1 | -1 | 3 | 4 | -0.3 | 2
Cc1ccc(C)n1-c1nnc(N2CCC(C(=O)NCCCN3CCN(C)CC3)CC2)s1 | -2 | 3 | 9 | -1 | 1 | 0 | 6 | 0 | -0.1 | 1
Cc1cc(-c2ccccc2)nc(N(C)NC(=O)C2CC2)c1S(C)(=O)=O | -3 | -3 | 1 | 1 | -8 | 1 | 2 | 7 | -2.2 | -2
COc1ccc(CNc2nc(SC)n[nH]2)cc1OC | 13 | -2 | 2 | 1 | 7 | 2 | -3 | 0 | -2.2 | -2
COc1ccc(C(C)N2CC34C=CC(O3)C(C(=O)O)C4C2=O)cc1 (configuration not stated) | -5 | -2 | 6 | 14 | 1 | 1 | -5 | 0 | -4.2 | 2
Cc1ccc(C)c2sc(N3CCN(C(=O)c4ccc([N+](=O)[O-])o4)CC3)nc12 | -4 | -9 | -10 | -10 | 3 | 1 | -1 | -4 | 0.6 | -9
O=C(COC(=O)c1cccc(O)c1)NC(=O)Cc1ccccc1 | -3 | -1 | 20 | 2 | 6 | -3 | -7 | 2 | -2.2 | 6
CC(C)NS(=O)(=O)c1ccc(NC(=O)C2CCCCC2)cc1 | -3 | -1 | -9 | 0 | 8 | -2 | -3 | -12 | -4.2 | 1

In the list so far, twelve have an aryl methoxy group:
SMILES | mABHD4 FP | GC-A act | ASAP1 inh | GC-B act | ARFGAP1 inh | SMARCA2 activ | NR1D1 modulator | HTRA1 inh | PG9 binder | rCAG binder
CCN(CC)S(=O)(=O)c1ccc(N2CCN(CCOc3ccc(OC)cc3)CC2)nc1 | -2 | 0 | 3 | 0 | 6 | -5 | 2 | -8 | 1.7 | -8
COc1ccccc1CCNC(=O)c1csc2c1CCCC2 | -2 | -2 | -1 | -6 | 8 | 4 | -4 | -8 | -1.3 | -1
COc1ccc(CCC(=O)NCc2ccccc2OC)cc1 | -1 | 1 | 10 | -1 | -4 | -1 | -1 | 1 | -0.2 | -4
COc1ccc(Nc2n[nH]c(C)c2[N+](=O)[O-])cc1 | 2 | 0 | 5 | 1 | -5 | 3 | 1 | 0 | 0.8 | -1
CCOC(=O)N1CCN(S(=O)(=O)c2ccc(OC)c(Cl)c2)CC1 | 1 | -2 | -13 | 0 | 7 | -1 | 7 | 2 | -1.1 | 0
COc1cc(NC(=O)N[C@@H](CCSC)C(=O)O)cc(OC)c1 | 6 | 2 | 4 | 2 | -4 | -1 | -3 | 3 | -2.8 | 2
COc1ccc(S(=O)(=O)N(Cc2ccc(OC)c(OC)c2)Cc2ccco2)cc1 | -13 | 0 | 9 | -4 | -7 | -3 | 4 | 0 | -1.1 | -3
COc1ccc(NC(=O)CN(C)C(=O)CSc2ccc3c(c2)OCCO3)cc1 | -6 | 3 | 6 | 4 | -3 | -2 | -4 | 3 | -2.0 | 0
COc1cccc(OCC(O)CN2CCC(CN3C(=O)c4cccc5cccc(c45)C3=O)CC2)c1 (configuration not stated) | 4 | 2 | 8 | -10 | 7 | 0 | 0 | -8 | -0.3 | -5
COc1ccc(-c2ccc(C(=O)NCc3ccc(N(C)C)cc3)c3occc23)c(C)c1 | -2 | -1 | -20 | 2 | 18 | -4 | -3 | . | -1.4 | 10
COc1ccc(CNc2nc(SC)n[nH]2)cc1OC | 13 | -2 | 2 | 1 | 7 | 2 | -3 | 0 | -2.2 | -2
COc1ccc(C(C)N2CC34C=CC(O3)C(C(=O)O)C4C2=O)cc1 (configuration not stated) | -5 | -2 | 6 | 14 | 1 | 1 | -5 | 0 | -4.2 | 2
